Mtb UGM inh – Mtb UDP-galactopyranose mutase inhibition | inhibition, % at 10 µM | 0.06% of 320,000 active | purified UGM, fluorescence polarization probe displacement; in the data active = inhibition above about 10%, passing the limit was not always enough; inconclusive = no clear call, values can overlap the other calls
Target sequence (P9WIQ1 whole entry, looked up): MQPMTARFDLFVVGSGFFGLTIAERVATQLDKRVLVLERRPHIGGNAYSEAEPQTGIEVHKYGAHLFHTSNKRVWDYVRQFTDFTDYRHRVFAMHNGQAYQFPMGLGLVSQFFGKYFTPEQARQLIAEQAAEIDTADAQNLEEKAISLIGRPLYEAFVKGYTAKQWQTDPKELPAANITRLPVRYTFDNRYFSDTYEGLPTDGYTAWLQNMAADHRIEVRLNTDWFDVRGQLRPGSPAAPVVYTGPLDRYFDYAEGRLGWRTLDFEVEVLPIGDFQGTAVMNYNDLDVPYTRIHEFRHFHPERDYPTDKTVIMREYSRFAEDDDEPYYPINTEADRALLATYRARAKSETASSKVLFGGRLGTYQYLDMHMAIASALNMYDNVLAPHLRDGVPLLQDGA
MazF activator – activators of E. coli MazEF toxin-antitoxin RNase; P0AE70; FAM/BHQ RNA-DNA oligo cleavage fluorescence, 5 h; activation, % at 20 µM; 0.32% of 350,000 active; AID 504720; in the data active = activation above about 50%
Target sequence (P0AE70 whole entry, looked up): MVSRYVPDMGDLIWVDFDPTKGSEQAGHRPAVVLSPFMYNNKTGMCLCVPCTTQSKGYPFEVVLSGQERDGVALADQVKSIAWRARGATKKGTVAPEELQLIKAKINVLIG
FadD28 binding – blocks FadD28 binding to the bisubstrate probe; fluorescence polarization; inhibition, % at 12.5 µM; 0.22% of 360,000 active; in the data active = inhibition above about 8.5%, passing the limit was not always enough; inconclusive = no clear call, values can overlap the other calls
Rv3671c inh – Rv3671c (M. tuberculosis) protease inhibition; inhibition, % at 5.96 µM; 0.048% of 320,000 active; P9WHR9; in the data active = inhibition above about 38%;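 also: extracellular domain of Rv3671c used as enzyme; 0% = enzyme with DMSO and 100% = no enzyme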
Target sequence (P9WHR9 whole entry, looked up, the tested form may be a part): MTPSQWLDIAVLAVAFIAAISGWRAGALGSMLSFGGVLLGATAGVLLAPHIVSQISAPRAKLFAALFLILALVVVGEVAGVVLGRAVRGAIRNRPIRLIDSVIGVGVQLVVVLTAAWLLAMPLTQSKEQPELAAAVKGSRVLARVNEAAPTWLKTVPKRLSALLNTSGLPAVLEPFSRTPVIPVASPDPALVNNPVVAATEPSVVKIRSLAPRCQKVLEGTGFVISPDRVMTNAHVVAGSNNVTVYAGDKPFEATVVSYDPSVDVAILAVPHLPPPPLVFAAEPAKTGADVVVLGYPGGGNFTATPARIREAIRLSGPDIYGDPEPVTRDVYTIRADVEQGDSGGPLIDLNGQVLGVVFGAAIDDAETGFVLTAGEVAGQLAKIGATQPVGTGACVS
Mtb FBA inh – Mtb fructose-bisphosphate aldolase inhibition. P9WQA3. purified M. tuberculosis FBA, fluorescence read-out. inhibition, % at 1 µM. 2.3% of 360,000 active. AID 588726; in the data active = inhibition above about 27%;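 also: 0% = vehicle and 100% = reference inhibitor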
PrPC TRFRET – reduces human prion protein on the cell surface | 0.43% of 370,000 active | P04156 | AID 720596 | cell surface PrPC, TR-FRET read-out | inhibition, % at 13.8 µM; in the data active = inhibition above about 24%; also: 0% = median of the test wells and 100% = reference compound wells
Mtb BioA inh – BioA (M. tuberculosis) enzyme inhibition. inhibition, % at 9.99 µM. purified M. tuberculosis BioA enzyme, plate reader. AID 602481. 0.096% of 360,000 active; in the data active = inhibition above about 40%; inconclusive = no clear call, values can overlap the other calls
GDH-TPI counter – inhibits GDH-TPI coupling enzymes, artifact for Mtb FBA screen | inhibition, % at 4.8 µM | 1.2% of 360,000 active | GDH-TPI coupled enzyme counterscreen, NADH absorbance; in the data active = inhibition above about 30%;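 also: 0% = DMSO wells and 100% = wells lacking the enzyme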
BoNT F protease – inhibitors of Botulinum neurotoxin F light chain protease; Multiplex microsphere protease cleavage assay, flow cytometry; inhibition, % at 10 µM; 0.22% of 360,000 active; AID 588497; in the data active = inhibition above about 35%, passing the limit was not always enough; inconclusive = no clear call, values can overlap the other calls; also: plate controls were buffer without enzyme for full effect and enzyme alone for no effect
* hit, by the source's call; ? = inconclusive; nt = not tested or not shown.

Screens in order – Mtb UGM inh, MazF activator, FadD28 binding, Rv3671c inh, Mtb FBA inh, PrPC TRFRET, Mtb BioA inh, GDH-TPI counter, BoNT F protease
1. COc1ccc(C(=O)COc2ccc(C(C)=O)cc2OC)cc1OC
→ nt, -2, -1.5, nt, -1, 3, 7.0, 5, -2
2. O=C(NC1CCCC1)c1cccc(S(=O)(=O)N2CCCCC2)c1
→ -2.5, -5, -1.2, 0, 2, 5, -0.7, 3, -17
3. O=C1CCC(=O)N1c1ccc(S(=O)(=O)Nc2cccc([N+](=O)[O-])c2)cc1
→ -0.9, -5, -0.5, 4, 5, -1, -1.7, 2, -9
4. CC(C)(C)NC(=O)CN(CCc1ccccc1)C(=O)c1csnn1
→ -1.1, 13, -1.4, 4, 5, -3, nt, 7, -5
5. COc1cccc(C(C(=O)NC2CCCC2)N(CC2CCCO2)C(=O)Cc2cccs2)c1 (stereo not given)
→ -1.0, 6, -1.8, -2, 2, 8, nt, 1, 3
6. NS(=O)(=O)c1ccc(CCNC(=O)C2CCCN2C(=O)c2cccs2)cc1 (stereo not given)
→ nt, 5, -1.4, nt, 4, -4, -1.6, 13, 2
7. CCC(C)NC(=O)c1cn(CC)c2ccc(S(=O)(=O)N3CCCCCC3)cc2c1=O (stereo not given)
→ 1.6, 7, -1.9, -11, 2, -2, 0.3, 9, 3
8. Cc1nc(C(=O)NNC(=O)c2ccccc2Cl)c(C(F)(F)F)o1
→ 1.4, 12, -4.2, 0, -6, 3, 0.3, -5, ?
9. S=c1[nH]nc(-c2cc(-c3ccccc3)n[nH]2)n1/N=C/C(Br)=C/c1ccccc1
→ 1.3, -22, -0.9, -17, 0, -6, -0.5, 14, ?
10. Cc1ccc(/C=N/Nc2nc(C)cc(C)n2)cc1
→ 3.6, 4, -0.7, -1, 2, 6, -1.3, 11, ?
11. COc1cc(Cl)c(C)cc1NC(=O)CSc1ccc(NC(C)=O)cc1
→ -1.0, -4, -2.1, 2, -3, -1, nt, 0, -5
12. COCCN(C(=S)Nc1ccc(C)cc1)C(C)c1cccnc1 (stereo not given)
→ -0.9, 3, -3.7, -3, -1, -2, nt, 4, -11
13. O=C(Cc1ccc([N+](=O)[O-])cc1)NNC(=O)c1cccs1
→ -1.3, -5, -1.6, 2, 4, -3, 0.4, -2, -9
14. CCOC(=O)C1(CCCc2ccccc2)CCN(C(=O)c2cnn(CC)c2)CC1
→ 1.6, -4, 0.3, -1, 2, 3, -1.5, 2, -1
15. O=C(OCC(=O)N1CCOCC1)c1ccccc1SCC(=O)N1CCCC1
→ 2.2, 1, -3.4, 0, -8, -1, 6.1, 2, -13
16. COc1cc(C#Cc2c(-c3ccccc3)n(C)c3ccccc23)cc(OC)c1
→ 0.5, -11, -8.7, -5, 38*, 2, -1.5, 8, 1
17. CCCN(C(=O)Cc1c(C(=O)O)n(C)c2ccccc12)c1cccc(C)c1
→ -2.0, -1, -2.7, -4, 0, 4, -0.1, 13, 12
18. O=C(CC1SCCNC1=O)Nc1cccc(C(F)(F)F)c1 (stereo not given)
→ 1.6, 6, -0.3, -2, -1, 0, 0.6, -8, 10
19. O=C(OCC(=O)C12CC3CC(CC(C3)C1)C2)c1cccnc1Cl
→ 0.3, -2, -1.6, -11, 1, 0, nt, 4, -21
20. COc1ccc2c(C)cc(=O)oc2c1C
→ -1.8, 7, 0.3, 8, 54*, -5, 1.4, 2, 3

Next part, starting with the last four of the part before.
Screens in order – Mtb UGM inh, MazF activator, FadD28 binding, Rv3671c inh, Mtb FBA inh, PrPC TRFRET, Mtb BioA inh, GDH-TPI counter, BoNT F protease
17. CCCN(C(=O)Cc1c(C(=O)O)n(C)c2ccccc12)c1cccc(C)c1
→ -2.0, -1, -2.7, -4, 0, 4, -0.1, 13, 12
18. O=C(CC1SCCNC1=O)Nc1cccc(C(F)(F)F)c1 (stereo not given)
→ 1.6, 6, -0.3, -2, -1, 0, 0.6, -8, 10
19. O=C(OCC(=O)C12CC3CC(CC(C3)C1)C2)c1cccnc1Cl
→ 0.3, -2, -1.6, -11, 1, 0, nt, 4, -21
20. COc1ccc2c(C)cc(=O)oc2c1C
→ -1.8, 7, 0.3, 8, 54*, -5, 1.4, 2, 3
21. Cc1cc(NN)nc(NS(=O)(=O)c2ccccc2Cl)n1
→ 0.0, 4, -2.9, -51, 3, 5, nt, 11, -6
22. CCc1cccc(CC)c1-n1c(SCn2nnc3ccccc3c2=O)nnc1-c1cccnc1
→ 1.5, 1, -1.8, 5, 6, -6, 17, 14, -5
23. CCc1cccc(C)c1N(C(=O)Cn1c(CO)nc2ccccc21)C(C)COC (stereo not given)
→ -2.9, -16, 0.1, 6, 4, -2, -0.3, -7, 7
24. CCc1ccc(OCC(=O)NNC(=O)c2nn(CC)c(=O)c3ccccc23)cc1
→ -1.0, 12, -2.5, -4, 1, -2, nt, -1, 1
25. Cc1ccc(S(=O)(=O)Nc2ccc3[nH]c(=O)[nH]c3c2)c(C)c1
→ -0.7, 10, 0.6, -5, 3, 4, nt, 1, -5
26. COc1ccc(C(=O)/C=C/Nc2cccc(O)c2)cc1
→ 1.0, 5, -4.3, -1, -2, -5, 0.4, 21, 1
27. COc1ccccc1C(=O)Nc1ccc(OCC(=O)N2CCCCC2)cc1
→ 2.7, 9, -2.8, -9, 42*, -10, nt, 3, -4
28. CN(CC1COc2ccccc2O1)C(=O)c1cc(COc2c(F)cccc2F)on1 (stereo not given)
→ 1.0, -4, -2.9, -6, -1, -6, 0.2, -2, -5
29. COc1ccc(-c2n[nH]c(=S)n2-c2ccccc2C)cc1
→ 1.2, 10, -0.4, -4, 11, 12, -0.5, 14, ?
30. O=S(=O)(c1ccc(S(=O)(=O)n2cnc3ccccc32)cc1)N1CCCCCC1
→ 1.5, 6, -0.4, -1, 0, -2, -0.7, 1, -4
31. COc1ccc(Nc2ncnc3sccc23)c(OC)c1
→ -1.0, 2, -13, -3, -1, -5, 11, 5, -32
32. CCc1cc2c(=O)c(-c3ccc4c(c3)OCCO4)coc2cc1OS(C)(=O)=O
→ -2.8, -7, -1.0, -4, -3, 36*, -0.2, 9, -1
33. Cc1cc(Br)ccc1NC(=O)CSc1nnc(CN2CCOCC2)n1C
→ -1.0, 9, -3.0, 0, -2, -2, 0.2, -10, -17
34. COc1ccc(/C=C/c2c([N+](=O)[O-])c(=O)n(C)c(=O)n2C)cc1O
→ -2.3, 8, -3.0, 3, -1, -30, 1.5, 16, -4
35. O=C(NCC1CCCN1S(=O)(=O)c1cccs1)c1ccc(F)c(F)c1 (stereo not given)
→ -0.5, 1, -2.8, 3, -1, -3, 19, -2, 2
36. COc1ccccc1/C=C1\C(=O)NC(=S)N(c2ccccc2)C1=O
→ 4.2, -8, nt, -14, -6, 3, 1.3, 5, 11
37. Cc1c(Cc2ccccc2)c(=O)oc2c(C)c(OCC(=O)Nc3ccc(C#N)cc3)ccc12
→ 2.9, -7, -3.7, -10, 4, -1, -1.4, 6, 0
38. COc1ccc(OCC(=O)Nc2ccc(S(=O)(=O)N(C)c3ccccc3)cc2)cc1
→ nt, 2, 0.7, nt, 0, 3, -1.6, 0, -5
39. O=C(Nc1ccccc1)OCC(CN1CCCCC1)OC(=O)Nc1ccccc1 (stereo not given)
→ 1.0, 0, -1.2, 1, 3, 0, 0.9, 4, -2
40. CC(=O)Nc1ccc(S(=O)(=O)NCC(=O)N2CCN(S(=O)(=O)c3cccs3)CC2)cc1
→ -0.1, 2, -2.4, -7, 2, 4, 7.6, -3, 5
41. S=C(Cc1ccccc1)Nc1ccccc1
→ nt, 11, -7.0, nt, 0, 4, nt, -11, -7
42. Cc1ccc(N2CC(NC(=O)C3CC3)CC2=O)cc1 (stereo not given)
→ 3.3, -3, -3.9, 10, 0, 4, nt, -7, 7
43. Cc1ccc(NC(=S)N(CCCN2CCCC(C)C2)Cc2ccco2)cc1C (stereo not given)
→ 1.7, 10, -2.0, -1, 3, -2, nt, -1, -1
44. Cc1cc(Cl)ccc1OCC(=O)N1C(C)CCCC1C (stereo not given)
→ 2.4, -13, -0.4, 1, 0, 5, nt, 12, -4
45. O=C(Nc1ccc(NC(=O)c2ccccc2Cl)nc1)c1ccco1
→ -2.3, 13, -0.9, 2, 0, 6, -0.6, 1, 4
46. COc1ccc(CCNCC(O)COc2cccc(C(C)=O)c2)cc1OC (stereo not given)
→ -0.3, 1, -3.4, 1, 2, -11, 3.2, 0, -39
47. O=S(=O)(NCC1CCCO1)c1ccc(-c2ccc(S(=O)(=O)NCC3CCCO3)cc2)cc1 (stereo not given)
→ -0.6, -4, -2.3, -5, -5, 12, nt, -8, -4
48. Cc1cc(C)nc(NNC(=O)c2ccccc2O)n1
→ -1.4, -4, -1.7, 3, 3, -3, nt, 8, -4
49. COc1cc(OC)cc(C(=O)N[C@H](C(=O)OCC(=O)c2ccc(C)c([N+](=O)[O-])c2)C(C)C)c1
→ 0.9, 4, -2.2, -5, 4, -8, nt, 4, -4
50. CC(C)c1ccc(C2(O)C(=O)Nc3cc(Br)ccc32)c(O)c1 (stereo not given)
→ 0.7, -2, -1.0, -4, 0, 2, 1.7, 4, 2
51. O=C(N/N=C/c1ccc(OC(F)F)cc1OC(F)F)NC1CCCCC1
→ 1.1, -7, -4.8, -2, -3, -1, nt, 11, -13
52. Cc1c(NC(=O)c2ccco2)cccc1C(=O)NN1C(=O)c2ccccc2C1=O
→ -1.3, 8, -3.5, 1, 0, -4, nt, 0, -1
53. CCn1cc(CCCC(=O)NCc2cccc(OC)c2)c2ccccc21
→ -2.8, -4, -3.2, nt, 3, 1, -0.2, -5, -26
54. COc1ccc(C2CC(=O)C(C=NCCN3CCN(C(C)=O)CC3)=C(O)C2)cc1 (stereo not given)
→ 0.4, 3, -0.7, 8, 1, 4, 1.1, -3, -5
55. COc1cccc(C(=O)NNC(=O)CCN2CCN(c3ccccc3)CC2)c1
→ -1.3, 10, -2.1, -4, -1, 3, -0.5, 3, -5
56. Cc1cccc(NC(=O)c2nc[nH]c2C(=O)N2CCN(C(=O)OC(C)(C)C)CC2)c1
→ 1.5, 2, 0.0, -10, 3, 2, -2.5, -2, -10
57. O=C(COc1ccc(Cl)cc1Cl)NCc1ccco1
→ 0.7, 2, -1.1, 2, 1, -6, 0.5, 0, -6
58. CCC1(c2ccccc2)NC(=O)N(CC(=O)Nc2cccc(C#N)c2)C1=O (stereo not given)
→ -1.0, -1, -2.9, -1, 1, 5, nt, 6, -3
59. O=c1[nH]c2ccccc2c(=O)n1CCCO
→ -1.9, -11, -0.8, 1, 8, 1, -2.5, 10, 5
60. O=C1OC(c2ccccc2)c2ccccc21 (stereo not given)
→ 0.4, 3, -2.6, 7, 2, 8, nt, -1, -4
61. COCCNc1ncnc2c1ncn2[C@H]1CN(CCN2CCOCC2)C[C@@H](CO)O1
→ nt, nt, -3.6, nt, -1, 6, -0.7, -4, 2
62. COc1ccccc1N1CCN(C2=NS(=O)(=O)c3ccccc32)CC1
→ 0.4, -3, -1.9, 6, -2, -2, nt, -1, 1
63. CC(C)[C@H](NC(=O)c1ccccc1)C(=O)OCC(=O)Nc1ccc2c(c1)OCCO2
→ -3.2, 0, -1.5, 2, -2, 5, nt, -3, -7

Two entries from above, as tab-separated lines:
entry	Molecule	Mtb UGM inh	MazF activator	FadD28 binding	Rv3671c inh	Mtb FBA inh	PrPC TRFRET	Mtb BioA inh	GDH-TPI counter	BoNT F protease
57	O=C(COc1ccc(Cl)cc1Cl)NCc1ccco1	0.7	2	-1.1	2	1	-6	0.5	0	-6
58	CCC1(c2ccccc2)NC(=O)N(CC(=O)Nc2cccc(C#N)c2)C1=O (stereo not given)	-1.0	-1	-2.9	-1	1	5	nt	6	-3
